IP6K1 inh: inhibitors of human IP6K1; Q92551; IP6K1 kinase, ADP-Glo luminescence, 2 h; active compounds read low; activity change, % (series mostly up to about 58 µM); AID 1645851; 140,000 compounds, 0.81% hits; in the data active means activity change below about -25%
Target sequence (Q92551 whole entry, looked up): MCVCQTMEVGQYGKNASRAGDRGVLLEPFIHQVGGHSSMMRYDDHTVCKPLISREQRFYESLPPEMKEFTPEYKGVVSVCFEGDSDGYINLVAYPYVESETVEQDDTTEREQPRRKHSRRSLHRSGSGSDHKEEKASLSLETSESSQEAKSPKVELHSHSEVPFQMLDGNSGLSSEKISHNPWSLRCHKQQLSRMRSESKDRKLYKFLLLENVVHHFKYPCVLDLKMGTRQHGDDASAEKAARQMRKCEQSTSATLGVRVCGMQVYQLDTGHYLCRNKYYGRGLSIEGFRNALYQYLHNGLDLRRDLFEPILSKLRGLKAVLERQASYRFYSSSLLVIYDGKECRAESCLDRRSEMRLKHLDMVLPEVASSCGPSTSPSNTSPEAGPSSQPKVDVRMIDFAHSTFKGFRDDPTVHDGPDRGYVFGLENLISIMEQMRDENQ
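ADP-Glo luminescence measures ADP made by human IP6K1 during a 2 h RT reaction with ATP/IP6 (mix at 1.3 mM/130 uM); top library doses 57.5 and 19.1 uM final.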
3T3 cytotox: kills NIH 3T3 cells | Potency, µM (doses to about 96.7 µM), without a hit: top-dose activity change, negative = cytotoxicity, hits mostly inhibitors | NIH 3T3 viability, CellTiter-Glo ATP luminescence, 48-72 h | 94,000 compounds, 4.3% hits; further: potency means the concentration at half of the fitted maximal effect; nearly all actives have a fitted effect of over 55% in size
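First NIH 3T3 cells are plated at 400 cells/well; next compound is pinned in; then plates incubate 48 or 72 hr at 37 °C; finally CellTiter-Glo is added and luminescence read after 10 min.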
SNCA expr inhib: reduces expression of the alpha-synuclein gene; HEK-293 SNCA-luciferase knock-in, luminescence, 24 h; Potency, µM (doses to about 57.2 µM), inactives show top-dose activity change, negative = inhibition, hits mostly inhibitors; 140,000 compounds, 0.17% hits; AID 1671194;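 further: potency means the concentration at half of the fitted maximal effect; plate controls were DMSO cells for no effect and cell-free wells for full effect; nearly all actives have a fitted effect of over 45% in size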
SNCA viab count: cell viability loss counter-screen; 150,000 compounds, 0.12% hits; Potency, µM (series often up to 57.1 µM), for inactives: at the highest dose activity change, negative = cytotoxicity, hits mostly cytotoxic; AID 1671193; HEK-293-SNCA-luc viability, GF-AFC fluorescence, 24 h;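 further: potency means the concentration at half of the fitted maximal effect; 0% = DMSO-treated cells and -100% = medium-only wells without cells; nearly all actives have a fitted effect of over 30% in size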
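HEK-293-SNCA-luc cells (1500/well) plated 24 h, then exposed 24 h to a dilution series; GF-AFC added 30 min at 37C, fluorescence 405/540 nm; normalised to medium-only and DMSO wells, Hill fit.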
Luciferase inh: inhibitors of firefly (Photinus pyralis) luciferase; P08659; purified P. pyralis luciferase, luminescence, biochemical; Potency, µM (doses to about 115 µM), for the others: at the top dose activity change, negative = inhibition, usual class: inhibitors; 76,000 compounds, 2.5% hits; further: potency means the concentration at half of the fitted maximal effect; nearly all actives have a fitted effect of over 65% in size
Target sequence (P08659 whole entry, looked up): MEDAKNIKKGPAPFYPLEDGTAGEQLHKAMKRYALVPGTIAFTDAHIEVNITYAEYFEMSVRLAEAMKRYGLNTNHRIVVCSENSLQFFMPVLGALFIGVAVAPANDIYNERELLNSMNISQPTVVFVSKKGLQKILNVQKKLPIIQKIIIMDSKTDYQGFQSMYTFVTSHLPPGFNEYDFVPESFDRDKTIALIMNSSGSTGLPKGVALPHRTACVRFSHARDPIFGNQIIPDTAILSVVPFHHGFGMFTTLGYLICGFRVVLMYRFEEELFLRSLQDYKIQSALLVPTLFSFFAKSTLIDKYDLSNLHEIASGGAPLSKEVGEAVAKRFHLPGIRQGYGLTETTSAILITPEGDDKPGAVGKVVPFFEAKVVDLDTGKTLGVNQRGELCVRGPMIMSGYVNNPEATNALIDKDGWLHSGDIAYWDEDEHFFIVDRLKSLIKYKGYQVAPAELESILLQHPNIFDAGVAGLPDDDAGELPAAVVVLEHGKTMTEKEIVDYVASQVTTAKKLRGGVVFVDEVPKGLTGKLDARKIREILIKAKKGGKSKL
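Inhibitors were tested against purified firefly luciferase in a biochemical, low-substrate format (both substrates at 10uM) and luminescence measured with a CCD imager.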
HEK293 tox: kills HEK 293 cells. HEK 293 viability, ATP luminescence (CellTiter-Glo), 48-72 h. 94,000 compounds, 6.6% hits. Potency, µM (highest dose often 115 µM), for inactives: at the highest dose activity change, negative = cytotoxicity, most hits filed as inhibitors; further: potency means the concentration at half of the fitted maximal effect; nearly all actives have a fitted effect of over 60% in size
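CellTiter-Glo luminescence (cellular ATP) was read after 48 or 72 hr of compound exposure at 37 degree Celsius. Cells were HEK 293 plated at 250 cells/well.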
GPT2 inh: inhibitors of human GPT2 alanine aminotransferase | Q8TD30 | Recombinant GPT2, coupled pyruvate oxidase/HRP Amplex Red fluorescence | Potency, µM (doses to about 57.7 µM), for the others: at the highest dose activity change, negative = inhibition, usual class: inhibitors | 100,000 compounds, 0.25% hits | AID 1671188; further: potency means the concentration at half of the fitted maximal effect; nearly all actives have a fitted effect of over 60% in size; many of its hits are not listed in these tables
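Recombinant GPT2 (10ng/uL) with 250uM a-KG and 2mM L-alanine, 30 min at room temperature, in HEPES pH 7.5 buffer. Pyruvate detected by pyruvate oxidase/HRP/Amplex Red fluorescence after 30 min in the dark; AOA (50uM) as positive control.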
Numbers without * were called inactive; i = inactive; ? = inconclusive; nt = not tested or not shown; & = joins results of further samples; [ ] = dose if it differs, or a comment. Unless noted, the call rests on the fitted dose curve; in most records, active means well fitted curve in the direction sought with a large enough effect; inconclusive means small, poorly fitted or top-dose-only effect, or another doubt; inactive means no such curve, though single readings can be large; an effect the other way counts as inactive or inconclusive. Unless noted, on the % scale 0 is the no-effect control and ±100 the full control effect.

The first 3 records as a preview:
SMILES	IP6K1 inh	3T3 cytotox	SNCA expr inhib	SNCA viab count	Luciferase inh	HEK293 tox	GPT2 inh
COc1ccc(C(=O)N2CCc3cc(OC)c(OC)cc3C2COc2ccc3c(C)cc(=O)oc3c2)c(OC)c1 (centres undefined)	-1	nt	12%	-3%	nt	nt	nt
O=C1CCC2(CNC(=O)c3cccnc3)CCCC=C2N1 (centres undefined)	-11	-2%	-12%	8%	?	-3%	-12%
COC1CCC12CCN(Cc1ccc(F)c(F)c1)CC2 (centres undefined)	13	-5%	10%	-2%	6%	?	-2%

The whole of this part, from the start:
SMILES	IP6K1 inh	3T3 cytotox	SNCA expr inhib	SNCA viab count	Luciferase inh	HEK293 tox	GPT2 inh
COc1ccc(C(=O)N2CCc3cc(OC)c(OC)cc3C2COc2ccc3c(C)cc(=O)oc3c2)c(OC)c1 (centres undefined)	-1	nt	12%	-3%	nt	nt	nt
O=C1CCC2(CNC(=O)c3cccnc3)CCCC=C2N1 (centres undefined)	-11	-2%	-12%	8%	?	-3%	-12%
COC1CCC12CCN(Cc1ccc(F)c(F)c1)CC2 (centres undefined)	13	-5%	10%	-2%	6%	?	-2%
CCc1nc2c(c(-c3ccc(Cl)cc3)n1)CN(C(=O)C1CC1)CC2	-3	-29%[138 µM]	12%[87.6 µM]	-1%[87.6 µM]	-7%[172 µM]	-42%[172 µM]	i
CCCc1ccc(S(=O)(=O)N2CCC(c3c[nH]c4c(C)cccc34)CC2)cc1	13	?	-3%	10%	-7%	50µM*	-2%
CCc1c(C(=O)N2CC[C@@H]3[C@@H](CCC(=O)N3CCN)C2)csc1C	4	2%	-27%	8%	-2%	-5%	3%
CCNC(=O)NC[C@H]1O[C@H](Cc2cc(COC)on2)CC[C@@H]1O	0	-7%[174 µM]	-1%[87.6 µM]	5%[87.6 µM]	-4%[172 µM]	-1%[172 µM]	3%[88.5 µM]
COc1ccc(C(=O)N2CCCC(C(=O)NCc3ccccc3)CCNC(=O)CC2)cc1F (centres undefined)	-7	-12%	-7%	6%	-5%	?	-13%
Cc1ccc(C2Cn3nnc(-c4nc(C5CCCCC5)no4)c3CO2)c(C)c1 (centres undefined)	0	-30%	-25%	-17%	-7%	?	-13%
CCc1ccc(NC(=O)N2CCN(C(=O)c3nsc4ccccc34)CC2)cc1	-5	nt	15%	-12%	nt	nt	nt
CCCOC1CCCN(C(=O)c2cc(Cl)ccc2OC2CCN(C(C)=O)CC2)C1 (centres undefined)	4	-2%	?	-1%	-2%	-27%	i
Cn1cc(CN2C[C@@H](F)[C@@H](OCc3nc4ccc(C(F)(F)F)cc4[nH]3)C2)cn1	6	?	3%[87.6 µM]	-8%[87.6 µM]	-10%[172 µM]	?	?
O=C(NCCC1CCN(C(=O)Nc2cc(F)ccc2F)CC1)c1ccccn1	23	-34%	65%[activator]	13%	nt	-17%	1%
COc1cc2c(cc1OC)C(C[C@H]1CN(C(=O)Cc3cccs3)CC[C@H]1CC(=O)O)=NCC2	7	-4%	-5%	8%	-4%	-1%	0%
CN(C)C(=O)N1CCC2(CC1)CN(C(=O)CCc1c[nH]c3ccccc13)Cc1ccccc1O2	45	?	26%	?	nt	?	4%
CN1CCN(c2nc3c(c(=O)[nH]2)CCN(Cc2cccc4[nH]ccc24)CC3)CC1	1	-18%	3%	-6%	17%	-16%	i
COc1ccc(-c2cc(OC(=O)c3ccccc3C)c3c(C)oc(C)c3c(=O)c2)cc1	-7	nt	?	-5%	nt	nt	nt
c1cn(-c2ccc(Oc3nn[nH]n3)cc2)c(-c2cc3n(n2)CCNC3)n1	2	-4%	-25%	16%	-8%	-19%	-14%
COc1ccccc1CNC(=O)c1ccc(CN2C(=O)NC3(CCOCC3)C2=O)cc1	-1	-15%	-6%	-1%	0%	2%	i
O=C(NCc1nnc2ccc(-c3ccccc3)nn12)c1ccccc1F	15	i	27%	-12%	1%	?	i
Cn1nccc1C(=O)N1CCC(c2cc(-c3ccc(F)cc3)n[nH]2)CC1	4	-28%	8%	-3%	-4%	?	i
CC[C@H]1CN(C(=O)c2ccc(F)cc2)CC[C@H]1CC(=O)NC1CCCC1	3	-21%[174 µM]	28%[87.6 µM]	1%[87.6 µM]	-1%[172 µM]	?	?
COc1ccc(-n2c(C)nc3c(cnn3-c3ccc(F)cc3)c2=O)cc1	-2	nt	16%	-2%	nt	nt	nt
Cn1nccc1-c1cccc(CCOc2cnc3c(ccn3CC(=O)O)c2)c1	-3	45µM*	1%[87.6 µM]	3%[87.6 µM]	-4%[172 µM]	-9%[172 µM]	i
COc1ccc(NC(=O)C2CCN(c3cc(C(F)(F)F)ncn3)CC2)cc1OC	15	-25%	-25%	7%	0%	?	?
COc1cccc(C(c2c(O)cc(C)n(Cc3ccco3)c2=O)N2CCC(C)CC2)c1 (centres undefined)	7	nt	-22%	-3%	nt	nt	nt
COc1cc(Cl)ccc1C(=O)N1C[C@@H](CO)[C@H](c2nc(C)no2)C1	6	-15%	-19%	-1%	-3%	-14%	i
CC1=NS(=O)(=O)N(Cc2ccccc2)C=C1C(=O)OCc1c(C)noc1C	3	-28%	5%	12%	6%	?	i
CSc1ncc(C(=O)NCc2cccc(C)c2)c(-c2ccccc2)n1	-3	nt	10%	8%	nt	nt	nt
Cc1cc(S(=O)(=O)N[C@@H]2CN(C)C[C@H]2CN(C)C)ccc1F	-5	-10%	-22%	9%	-10%	4%	i
COc1ccc(-c2cccc(C(=O)N3CCC(c4ccccc4)CC3)c2)nn1	9	?	nt	nt	nt	?	nt
Cn1c(=O)c2cc(C(=O)NCCCN3CCN(c4cccc(Cl)c4)CC3)sc2c2ccccc21	-8	nt	-16%	-10%	nt	nt	nt
O=c1[nH]c(C2CCCN(Cc3cccc(-c4cccs4)c3)C2)nc2ccc(F)cc12 (centres undefined)	-7&-8	32µM*	13%&-21%	-9%&-13%	0%	32µM*	-3%&-6%
COc1ccccc1C(=O)Nc1nnc(S(=O)(=O)N2CCCCCC2)s1	5	nt	0%	11%	nt	nt	nt
COc1ccc(-c2cn3c(n2)CO[C@@H](CNCc2ccccc2OC)C3)cc1	4	?	92%[activator][87.6 µM]	3%[87.6 µM]	?	?	-4%[88.5 µM]
CSCC(=O)N1C[C@@H](C(=O)O)[C@H](c2ccc3c(c2)OCO3)C1	7	-9%	-8%	18%	1%	-13%	-15%
CCN(CC)c1ccc(NC(=O)C(NS(=O)(=O)c2cccs2)C(C)C)c(C)c1 (centres undefined)	-9	nt	-7%	8%	nt	nt	nt
O=C(NCCOc1ccccc1)c1ccc2c(c1)OCCN(c1ccccc1)C2	-12	?	44%[activator][87.6 µM]	-6%[87.6 µM]	?	?	1%[88.5 µM]
CCC(C)OC(=O)/C(C#N)=C\c1ccc(-c2ccccc2Cl)o1 (centres undefined)	16	nt	?	3%	nt	nt	nt
COC(=O)CN1CCOC(c2ccc3cc(OC)ccc3c2)C1 (centres undefined)	-9	?	159%[activator]	2%	-24%	?	-9%
CC[C@H]1CN(C(=O)Nc2ccccc2)CC[C@H]1CC(=O)NCc1ccc(F)cc1	12	?	12%[87.6 µM]	2%[87.6 µM]	-18%[172 µM]	-8%[172 µM]	i
O=C(Nc1nnc(S(=O)(=O)N2CCCc3ccccc32)s1)c1ccccc1Cl	5	nt	1%	5%	nt	nt	nt
CC(C)[C@H](CO)Nc1nc(Nc2cccc(Cl)c2)c2ncn(C(C)C)c2n1	nt	nt	5%	24µM*	nt	nt	-6%
CCn1cc(S(=O)(=O)N2CCC3(CC2)CN(C2CCC2)CC3COC)cn1 (centres undefined)	5	?	?	13%	-10%	?	i
CCN(c1ccccc1)c1nnc(NC(=O)Nc2ccc(Br)c(C)c2)s1	-12	nt	14%	9%	nt	nt	nt
COCc1noc(CCNC(=O)C2CC3(CCNCC3)CN2)n1 (centres undefined)	18	-3%	31%[activator]	2%	12%	-29%	-15%
COc1ccccc1CNC(=O)C1CCN(c2ncnc3c2nc2n3CCCCC2)CC1	47	nt	4%	-5%	nt	nt	nt
CCOc1cccc(NC(=O)c2cc(-c3ccc(C(F)(F)F)cc3)nc3c2cnn3C)c1	-1	?	nt	nt	nt	-23%	nt
Cc1ccc(NC(=O)c2cc3n(n2)CC(c2ccc(Cl)cc2)OC3)c(Cl)c1 (centres undefined)	26	-16%	36%[activator]	7%	-13%	?	i
COc1ccc(-c2noc(-c3ccc(N4CCOCC4)c([N+](=O)[O-])c3)n2)cc1	6	nt	2%	18%	nt	nt	nt
COc1cccc(-c2ccc(C(=O)N3CCC(NC(=O)Cc4ccc(C(F)(F)F)cc4)CC3)cc2)c1	5&-15	?	-12%&2%	-3%&-6%[12.5 µM]	nt	?	i
O=C([C@H]1O[C@H](CCN2CCC(CO)CC2)CC[C@@H]1O)N1CCN(c2ccccc2)CC1	0	0%[174 µM]	25%[87.6 µM]	-1%[87.6 µM]	-7%[172 µM]	-1%[172 µM]	i
Cn1ncc2c(C(=O)NC3CCCC3)cc(-c3ccccc3C(F)(F)F)nc21	-5	?	nt	nt	nt	?	nt
CNC(=O)c1cc(C)nc2onc(C3CCN(C(C)=O)C3)c12 (centres undefined)	2	2%[138 µM]	nt	nt	nt	i	nt
O=C(NCCCc1ccccc1)c1n[nH]c2c1CN(C(=O)c1ccc(F)cc1F)CC2	-16	?	?	8%	1%	79µM*	-7%
CCC(C(=O)NCCc1ccc(OC)c(OC)c1)n1nc(C)c2sc3ccccc3c2c1=O (centres undefined)	-1	nt	-7%	-23%	nt	nt	nt
COc1cc(C(=S)N2CCOCC2)ccc1O	31	nt	67%[25.6 µM]	36%[23.9 µM]	nt	nt	i
CC(C)C(=O)N1Cc2ccccc2CC2(CCCN2C)C1 (centres undefined)	-20	-2%[138 µM]	8%[87.6 µM]	-8%[87.6 µM]	nt	-19%[172 µM]	i
CC1(c2ccccc2)N(Cc2ccc(O)cc2)C(=O)OC12CCN(Cc1ccc(C#N)cc1)CC2 (centres undefined)	-16	?	-26%	-18%	-1%	?	-14%
CC1Oc2ccc(NC(=O)c3ccc([N+](=O)[O-])cc3)cc2CN(Cc2ccccc2F)C1=O (centres undefined)	1	?	-25%	0%	-4%	32µM*	i
COCCNC(=O)[C@@H]1C[C@@H](O)CN1C1CCN(C(=O)c2ccccc2)CC1	33	-6%	5%	2%	6%	-20%	3%
CCOC(=O)c1c(NC(C)=O)c2c3c(sc2n1Cc1nc(-c2ccc(Cl)cc2)oc1C)CCCC3	-12	nt	3%	-12%	nt	nt	nt
CN(C(=O)c1ccc2c(c1)NC(C)(CNCc1ccccc1)CO2)c1ccccc1 (centres undefined)	0	?	?	-14%[87.6 µM]	-6%[172 µM]	?	-10%[88.5 µM]

Screening results deposited in PubChem by National Center for Advancing Translational Sciences (NCATS).

These rows are one share of the data. The share of hits here may be higher or lower than overall.
